RNase H inhibition = RNase H inhibition, HIV 1 Gag Pol polyprotein, FRET biochemical assay, screening (AID 372); HIV-1 RT RNase H, FRET RNA/DNA substrate fluorescence; higher % means a stronger effect; actives 0.77% (n = 100,000); one-dose inhibition, % at 10 µM; IC50 in µM for titrated hits; in the data active means inhibition above about 50%
* = called active by the depositor.

Structure | RNase H inhibition
COc1ccc(C(=O)N2CCN(Cc3ccc(OC)c(OC)c3OC)CC2)cc1OC | 2%
O=C(Oc1ccc(Br)cc1)C1CCCC(C(=O)Oc2ccc(Br)cc2)C1 (stereo not given) | 12%
C(=N\Nc1nnc2c(n1)[nH]c1ccccc12)/c1ccco1 | 10%
COc1ccc(CN2CCN(C(=O)c3cc(OC)c(OC)c(OC)c3)CC2)cc1 | 12%
CC(C)CC(=O)Nc1nc(-c2ccc(Cl)c(Cl)c2)cs1 | 0%
COc1ccc(NC(=O)c2ccc(I)cc2)cc1OC | 10%
CCCCOc1ccc(CN2CCCCC2)cc1 | 0%
O=c1/c(=C/c2ccc(Cl)cc2Cl)sc2nc(-c3ccccc3)nn12 | 0%
CCCCNC(=O)c1nn2cc(Br)cnc2c1Br | 7%
CC1CCC/C(=C(\C#N)c2nc(-c3cc4ccccc4oc3=O)cs2)C1 (stereo not given) | 15%
C/C(=N\NC(=O)Cn1nnc(-c2ccccc2)n1)c1nonc1C | 0%
O=C(Nc1ccc2ccccc2c1)c1ccc(C(F)(F)F)cc1 | 0%
COc1ccc(/C=C/C(=O)N2c3ccccc3-c3c(ssc3=S)C2(C)C)cc1 | 15%
Cc1cccc(NC(=O)c2c(NC(=O)Cc3ccccc3)sc3c2CCC3)c1 | 4%
O=C1C(=O)N(CCO)C(c2ccccc2)/C1=C(\O)c1ccccc1 (stereo not given) | 8%
Cc1[nH]n(-c2ccccc2)c(=O)c1/C=N/NC(=O)c1ccncc1 | 0%
COc1ccccc1-c1c(C(F)(F)F)oc2c(CN3CCCC3)c(O)ccc2c1=O | 2%
CC1=C(C(=O)Nc2ccc(Br)cc2)C(c2ccccc2Br)NC(=S)N1 (stereo not given) | 4%
CC(=O)/C(C(=Nc1ccccc1)Nc1ccccc1)=C(\C)O | 2%
O=C(COC(=O)c1cccc([N+](=O)[O-])c1)c1ccccc1 | 1%
O=C(Nc1nccs1)c1cccc(NC(=O)c2cccs2)c1 | 12%
C/C(=N\NC(=O)Nc1ccccc1)c1ccc(Br)cc1 | 25%
COCC(=O)Nc1nc2ccccc2s1 | 0%
COc1ccc(C)cc1NC(=O)C(=O)NCc1ccccc1 | 59%*
Cc1c(-c2ccc(/C=N/NC(=O)c3nonc3N)o2)ccc([N+](=O)[O-])c1C | 19%
C=C(C)C1CC=C(C)C(=NNC(=O)c2cccc([N+](=O)[O-])c2)C1 (stereo not given) | 15%
O=C1CS/C(=N/N=C/c2ccc(-c3ccc(Br)cc3)o2)N1 | 14%
CCc1ccc(N2C(=O)C3C(c4ccc(Cl)cc4)OC4(C(=O)c5ccccc5C4=O)C3C2=O)cc1 (stereo not given) | 14%
Cc1ccc(C(=O)CC(=O)c2ccccc2)cc1 | 1%
CCOC(=O)c1c(NC(=O)c2ccccc2F)sc2c1CCCCC2 | 11%
Cc1cc([N+](=O)[O-])ccc1NC(=S)NC(=O)c1cccs1 | 4%
O=c1c2ccccc2nc(SCc2ccccc2)n1-c1ccccc1 | 8%
CCCCOc1cccc(C(=O)Nc2ccc(C(=O)OCCC)cc2)c1 | 15%
CNc1nc(-c2ccccc2Cl)c2cc(Br)ccc2n1 | 1%
C=CCN1C(=O)/C(=C\c2ccc(-c3ccccc3[N+](=O)[O-])o2)C(=O)NC1=S | 17%
COc1cccc(/C=N/NC(=O)CC2C(=O)NN=C2C)c1O (stereo not given) | 17%
CCOc1ccc(OCC)c(C2C(C#N)=C(N)Oc3[nH]c(=O)[nH]c(=O)c32)c1 (stereo not given) | 0%
Cc1cc(O)ccc1N=Cc1c(C)[nH]n(-c2ccc(Cl)cc2)c1=O | 9%
Cc1cc(C(c2ccc(C)o2)c2ccc(C)o2)c(O)c([N+](=O)[O-])c1 | 13%
CCC1=NN2C(=N)/C(=C/c3ccc(-c4ccc(Cl)cc4)o3)C(=O)N=C2S1 | 11%
COc1ccccc1N=C(C)C1=C(O)CSC1=O | 0%
O=C(Nc1ccc(O)c(-c2nc3ccccc3o2)c1)c1ccc(Br)o1 | 0%
COCCCNC(=O)C(=O)NC(C)C | 0%
Cc1ccc(/C=C2\SC(N3CCN(C)CC3)=NC2=O)cc1 | 20%
Cc1ccc(OCC(=O)N=Nc2c(O)[nH]c3ccccc23)cc1C | 0%
Cc1cc(C)c2oc(-c3ccc(C)c(NC(=S)NC(=O)c4ccccc4C)c3)nc2c1 | 16%
S=c1[nH]nc(CCN2CCN(Cc3ccc4c(c3)OCO4)CC2)n1-c1ccccc1 | 4%
COc1ccccc1/C=C/C(=O)c1cc2c(nc1C)CCCC2 | 1%
CC(C(=O)N1c2ccccc2-c2c(ssc2=S)C1(C)C)N1C(=O)c2ccccc2C1=O (stereo not given) | 7%
Cc1ccc(N2NC(=O)/C(=C/c3cccc(I)c3)C2=O)cc1 | 19%
CCOC(=O)C1=C(C)N=c2s/c(=C\c3cc(Br)ccc3OC(C)=O)c(=O)n2C1c1ccccc1 (stereo not given) | 18%
COc1ccc(C(=O)Nc2ccc(NC(=O)c3ccc(Br)cc3)cc2)cc1 | 19%
CC(=O)Nc1ccc(C(=O)NC2=NCCS2)cc1 | 2%
COc1ccc(C2C(C(=O)OC(C)C)=C(C)NC3=C2C(=O)CCC3)cc1 (stereo not given) | 4%
COc1ccc(C2CC(=O)C3=C(C2)Nc2ccccc2NC3c2ccncc2)cc1OC (stereo not given) | 9%
CCOC(=O)NC(Nc1ccc(C(C)C)cc1)(C(F)(F)F)C(F)(F)F | 2%
Cc1ccc2c(c1Br)C(=O)C(=O)N2 | 19%
O=C(CCCOc1ccc(Cl)cc1Cl)NCCCc1ccccc1 | 18%
CCOC(=O)C1=C(C)N=c2s/c(=C\c3cc(Br)cc([N+](=O)[O-])c3O)c(=O)n2C1c1ccccc1 (stereo not given) | 1%
Clc1ccccc1/C=N/Nc1cc(N2CCCC2)nc(N2CCCC2)n1 | 20%

(more compounds)
Structure | RNase H inhibition
CCC(CO)N=CC1=C(O)CC(c2ccccc2)CC1=O (stereo not given) | 13%
CCOc1ccc(OCCSc2nc3ccccc3s2)cc1 | 0%
NNC(=O)c1cc(-c2ccc(Br)cc2)n[nH]1 | 12%
COc1ccccc1N=Cc1ccccc1[N+](=O)[O-] | 10%
O=C(O)CNS(=O)(=O)c1ccc2c(c1)C(=O)c1cc(S(=O)(=O)NCC(=O)O)ccc1-2 | 12%
O=C(NN1CCOCC1)c1cccc(F)c1 | 11%
CCc1cc(C)cc(OCCOc2ccc(/C=C3/SC(=S)N(C)C3=O)cc2OC)c1 | 15%
NS(=O)(=O)c1ccc(NC(=O)C(C(F)(F)F)C(F)(F)F)cc1 | 10%
COc1ccc(NC(=O)CSC(N)=O)cc1 | 7%
CSc1nc(-c2ccccc2)nc(N2CCN(C)CC2)c1C(C)=O | 0%
Cc1cc(C(=O)Nc2ccc(C(=O)O)cc2)c(C)o1 | 8%
COc1ccc(/C=N\NC(=O)c2ccc(O)cc2O)cc1O | 4%
CC(C)c1ccc(C(=O)Nc2cc([N+](=O)[O-])ccc2F)cc1 | 11%
COC(=O)C1=C(C)N(CC(C)C)C(=O)/C1=C\c1cccc(OC)c1O | 16%
Cc1ccc(NC(=O)c2c(-c3ccccc3Cl)noc2C)c(C)c1 | 4%
Cc1ccccc1-c1nnn(Cc2ccc(Cl)cc2)n1 | 32%
COc1cccc2c1N(C(=O)COc1ccccc1)C(C)(C)c1ssc(=S)c1-2 | 24%
O=C(N/N=C/C=C/c1ccccc1)c1sc2ccccc2c1Cl | 8%
Cc1ccc(Cc2ccccc2C(=O)O)cc1Cl | 7%
COc1cccc(C2/C(=C(\O)c3ccccc3)C(=O)C(=O)N2Cc2cccnc2)c1 (stereo not given) | 28%
O=C(O)CN1C(=O)/C(=C\c2ccccc2Sc2ccc(Cl)cc2)SC1=S | 24%
CC(C)(C)C1CCc2c(sc(NC(=O)/C=C/c3ccccc3)c2C(N)=O)C1 (stereo not given) | 6%
COc1ccc(Br)cc1CN1CCN(C(=O)c2ccc(-c3ccccc3)cc2)CC1 | 22%
CC(=O)Nc1ccc(NC(=O)c2cc(-c3ccccc3)nc3ccccc23)cc1 | 7%
Cc1ccccc1C1C(/C=c2\sc3nc4ccccc4n3c2=O)=C(c2cccs2)Oc2ccccc21 (stereo not given) | 15%
Nc1ccc2oc(=O)c(-c3ccccc3)cc2c1 | 0%
Cc1cc(/C=C(\C#N)C(N)=O)c(C)n1-c1ccc(Cl)c(Cl)c1 | 5%
CCC(=O)N1N=C2c3cc(OC)ccc3CCC2C1c1ccccc1 (stereo not given) | 5%
CN(C)c1ccc(C2=NN(C=O)C(c3ccccc3)C2)cc1 (stereo not given) | 0%
CC(=O)N1CCN(c2ccc(NC(=O)c3ccc(Cl)c([N+](=O)[O-])c3)cc2)CC1 | 13%
CCC(=O)NC(=O)NC(Cc1ccccc1)Cc1ccccc1 | 4%
CC(=O)Nc1cccc(NC(=O)CSc2nc3ccccc3s2)c1 | 5%
COc1ccc(C(=O)NC(=S)Nc2cccc(Cl)c2C)cc1Br | 15%
O=C(CCCCC(=O)NN=Cc1ccncc1)NN=Cc1ccncc1 | 9%
O=C(Oc1ccc(/C=N/NC(=O)C(O)c2ccccc2)cc1)c1cccc2ccccc12 (stereo not given) | 22%
Oc1c(Br)cc(Br)cc1/C=N/c1c(-c2ccc(Cl)cc2Cl)nc2ccccn12 | 19%
CCOc1ccc(NC2(c3ccccc3)C(=O)c3ccccc3C2=O)cc1 | 1%
NC(=O)c1ccc(NC(=O)c2cc3ccccc3cc2O)cc1 | 8%
COC(=O)c1ccc2nc(/N=C/c3ccccc3O)sc2c1 | 11%
O=C(/C=C/c1ccccc1)Nc1ccc(S(=O)(=O)N2CCOCC2)cc1 | 1%
CCOc1cc(C2C3=C(CC(C)(C)CC3=O)NC3=C2C(=O)c2ccccc23)ccc1O (stereo not given) | 22%
CCOC(=O)CN1C(=O)C(O)=C(C(C)=O)C1c1cccc([N+](=O)[O-])c1 (stereo not given) | 8%
CN(C)/C=C\C=C\C(=O)C1C2CC3CC(C2)CC1C3 (stereo not given) | 27%
O=C(N/C(=C/c1ccccc1)C(=O)N1CCCCC1)c1ccco1 | 0%
COc1cccc(CN2CCN(C3CCCCC3OC)CC2)c1OC (stereo not given) | 0%
CCC(Oc1ccccc1)C(=O)N1CCN(C(c2ccccc2)c2ccccc2)CC1 (stereo not given) | 21%
Cc1cc(C)c2oc(-c3cccc(NC(=O)Cc4ccc(Cl)cc4)c3)nc2c1 | 25%
COc1cccc(NC(=O)C2CC2(c2ccccc2)c2ccccc2)c1 (stereo not given) | 4%
CCOC(=O)C(C#N)C(c1ccc(C)cc1)C1CCOC(C)(CC)C1 (stereo not given) | 11%
CCOC(=O)C1=C(C)N=c2s/c(=C\c3c(OCC)ccc4ccccc34)c(=O)n2C1c1ccc(Cl)cc1 (stereo not given) | 4%
CCOc1ccccc1N1CCN(C(=O)c2ccc([N+](=O)[O-])cc2)CC1 | 2%
CC(C)C(=O)Nc1ccc2oc(-c3cccc4ccccc34)nc2c1 | 6%
CCOc1cc(/C=C2\SC(=S)N(CC)C2=O)ccc1OCCOc1ccccc1Cl | 10%
Cc1ccc(OCC(=O)Nc2ccc(O)c(-c3nc4cc(C)c(C)cc4o3)c2)cc1C | 13%
O=C1NC(=O)N(c2ccccc2)C(=O)/C1=C\c1ccc(-c2ccc([N+](=O)[O-])cc2Br)o1 | 16%
Cc1ccc(C2=C/C(=C/c3cc4c(cc3[N+](=O)[O-])OCO4)C(=O)O2)cc1 | 32%
CC(=O)c1ccc(NC(=O)C2CC(=O)N(c3ccccc3)C2)cc1 (stereo not given) | 5%
CN1C(=O)C(=Cc2ccc(OCc3ccc(C(=O)O)cc3)c(Br)c2)C(=O)N(C)C1=S | 5%
CCC1CCCCN1S(=O)(=O)c1cccc2c(S(=O)(=O)N3CCCCC3CC)cccc12 (stereo not given) | 12%
CC(c1ccccc1)C1CC(=O)N(c2ccc(I)cc2)C1=O (stereo not given) | 54%*

Remaining list, next part:
Structure | RNase H inhibition
Cc1ccc([N+](=O)[O-])cc1Cc1cc(Cl)ccc1Cl | 36%
Cc1nnc(C)n1/N=C\c1ccc(F)cc1 | 0%
Cc1ccc(SCCc2ccccn2)cc1 | 7%
O=C(NNC(=O)C1CC=CCC1)c1ccccc1O (stereo not given) | 1%
COc1cccc(NC2=C(Cl)C(=O)N(c3cccc(Cl)c3)C2=O)c1 | 7%

Screening results as filed in PubChem BioAssay.

A portion of the library, so the mix of outcomes need not match the whole.
